HCMV inh – inhibitors of human cytomegalovirus | HFF cells, HCMV-luciferase reporter, 72 h; hits give low values | activity change, negative = inhibition, % at 57.5 µM | 410,000 compounds, 4.5% hits | AID 1259415; in the data active = activity change below about -60%; inconclusive = no clear call, values can overlap the other calls; inactive = above about -39%
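After 16 h attachment at 37C, HFF cells received test compound and HCMV-luciferase (1 PFU/cell); reporter luminescence read 72 h later, data normalized against buffer-only and known inhibitor Salinomycin.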
Giardia FBPA inh – Giardia lamblia aldolase inhibition; 290,000 compounds, 0.71% hits; Potency, µM (top dose mostly 59.6 µM), without a hit: at the top dose activity, negative = inhibition, hits mostly inhibitors; purified Giardia FBPA; also: potency is read from the fitted curve at half-maximal effect; nearly all actives have a fitted effect of over 55% in size
Target sequence (A8B2U2 whole entry, looked up): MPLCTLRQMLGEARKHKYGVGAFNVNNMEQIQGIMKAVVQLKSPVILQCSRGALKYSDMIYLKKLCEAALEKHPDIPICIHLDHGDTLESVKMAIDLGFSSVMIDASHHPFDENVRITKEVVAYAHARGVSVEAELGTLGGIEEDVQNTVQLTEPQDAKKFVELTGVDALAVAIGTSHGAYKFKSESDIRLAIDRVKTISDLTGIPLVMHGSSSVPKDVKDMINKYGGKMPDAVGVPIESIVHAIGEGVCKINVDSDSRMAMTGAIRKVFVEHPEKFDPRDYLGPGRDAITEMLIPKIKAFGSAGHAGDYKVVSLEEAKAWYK
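Giardia FBPA (40 nM reagent) was preincubated 10 min at RT with compound (up to 57.5 uM final), then substrate plus GAPDH/TPI/NAD/arsenate coupling system with diaphorase/resazurin was added; resorufin fluorescence (525/598 nm) was read after 20 min.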
AmpC inh detg – AmpC beta-lactamase inhibition with detergent present. AmpC hydrolysis of nitrocefin, absorbance 480 nm, 0.01% Triton. AID 485294. 370,000 compounds, 0.041% hits. Potency, µM (highest dose often 114 µM), inactives show top-dose activity change, negative = inhibition, usual class: inhibitors;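 also: potency is read from the fitted curve at half-maximal effect; 0% = no-compound wells and -100% = no-enzyme wells; nearly all actives have a fitted effect of over 25% in size; some results filed as inactive show a strong effect at the top dose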
Target sequence (P00811 whole entry, looked up): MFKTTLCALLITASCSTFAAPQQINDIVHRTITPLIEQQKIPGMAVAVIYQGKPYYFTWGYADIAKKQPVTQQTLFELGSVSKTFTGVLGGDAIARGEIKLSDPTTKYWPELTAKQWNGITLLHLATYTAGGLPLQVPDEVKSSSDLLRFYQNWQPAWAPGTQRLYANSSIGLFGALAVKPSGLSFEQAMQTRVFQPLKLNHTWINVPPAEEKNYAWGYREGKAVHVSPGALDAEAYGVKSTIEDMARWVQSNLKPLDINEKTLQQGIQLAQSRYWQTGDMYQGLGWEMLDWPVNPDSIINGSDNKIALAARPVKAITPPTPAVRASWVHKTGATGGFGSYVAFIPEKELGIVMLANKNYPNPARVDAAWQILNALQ
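20 mM phosphate pH 7.0 + 0.01% (detergent screen) or 0.0001% Triton X-100; 5.3 nM AmpC reagent; cpd preinc 15 min RT; nitrocefin (800 uM stock) to start; A480 q20 s × 4 min; Activity was normalised to no-enzyme and no-compound control wells.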
AmpC no deterg – blocks E. coli AmpC beta-lactamase in detergent-free assay | AmpC nitrocefin hydrolysis, absorbance 480 nm, 0.0001% Triton | Potency, µM (highest dose often 57.1 µM), without a hit: at the highest dose activity change, negative = inhibition, most hits filed as inhibitors | 330,000 compounds, 0.52% hits;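 also: potency is read from the fitted curve at half-maximal effect; plate controls were no compound for no effect and no enzyme for full effect; nearly all actives have a fitted effect of over 20% in size; some results filed as inactive show a strong effect at the top dose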
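AmpC (5.3 nM in the dispensed reagent) in 20 mM phosphate pH 7.0 with 0.01% (detergent screen) or 0.0001% Triton X-100 was preincubated with compounds for 15 min at room temperature. Nitrocefin was then added from an 800 uM solution, and hydrolysis was followed at 480 nm.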
Sm TGR inh – inhibitors of Schistosoma mansoni thioredoxin glutathione reductase; Q962Y6; purified TGR, DTNB reduction, TNB absorbance 405 nm; Potency, µM (doses to about 114 µM), without a hit: at the top dose activity change, negative = inhibition, usual class: inhibitors; 360,000 compounds, 3% hits; AID 485364; also: potency is read from the fitted curve at half-maximal effect; nearly all actives have a fitted effect of over 60% in size
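First, TGR (20 nM dispensed) and NADPH were mixed with compound. Second, a 15 min room-temperature incubation followed. Third, further NADPH and then DTNB were added to start the reaction. Finally, TNB absorbance was monitored kinetically.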
AMA1 RON2 block – inhibitors of Plasmodium falciparum AMA1-RON2 interaction; AID 720542; 360,000 compounds, 0.2% hits; Potency, µM (titrated, usually from 58.2 µM), for the others: at the highest dose activity change, negative = inhibition, usual class: inhibitors; AlphaScreen AMA1-biotinylated RON2 peptide binding;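 also: potency is read from the fitted curve at half-maximal effect; 0% = vehicle wells and -100% = peptide control; nearly all actives have a fitted effect of over 45% in size; some results filed as inactive show a strong effect at the top dose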
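AMA1 (3D7) with his tag at 25 nM final met compounds first, then biotinylated RON2 peptide at 25 nM; detection used donor plus acceptor beads, 10 µg/mL apiece, read by AlphaScreen after 30 min at room temperature.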
* marks the source's active call; other numbers are inactive results; [ ] = another dose, or the depositor's remark. Unless noted, calls follow the shape of the dose curve; as a rule, active = well fitted curve in the direction sought with a large enough effect; inconclusive = small, poorly fitted or top-dose-only effect, or another doubt; inactive = no such curve, though single readings can be large; an effect the other way counts as inactive or inconclusive. Unless noted, % is scaled to controls: 0 for no effect and ±100 for the full control effect. The order is random; 7.8% or so of the library scored in one or more.

What do the screens show for `COc1ccc(C(=O)Nc2cc(C(=O)c3ccccc3)c(C)oc2=O)cc1`?
HCMV inh: 19.1; Giardia FBPA inh: -16.4%; AmpC inh detg: -0.5%; AmpC no deterg: -49.8%; Sm TGR inh: 6.31µM*; AMA1 RON2 block: 0.0%

Results for COc1ccccc1C(CNC(=O)CN(C)S(=O)(=O)c1ccc(C)cc1)N1CCCC1 (stereo unspecified) ?
HCMV inh: inconclusive; AmpC inh detg: -7.3%; AmpC no deterg: 64.2%[activator]; Sm TGR inh: -16.2%; AMA1 RON2 block: -9.7%

What do the screens show for `CCCCNCC#CCOc1cc(C)ccc1C(C)C`?
HCMV inh: -13.2; Giardia FBPA inh: inconclusive; AmpC inh detg: 0.3%; AmpC no deterg: 66.2%[activator]; AMA1 RON2 block: 4.0%

Results for CCC/C(O)=C1\C(=O)CC(c2ccccc2)CC1=NCCc1c(C)[nH]c2ccccc12 (stereo unspecified) ?
HCMV inh: -14.0; Giardia FBPA inh: -3.9%; AmpC inh detg: 4.5%; AmpC no deterg: -6.8%; Sm TGR inh: 3.4%; AMA1 RON2 block: -5.9%

What do the screens show for `COC(=O)c1sc(N2CCN(c3ccc(Cl)cc3)CC2)nc1N`?
HCMV inh: -29.7; Giardia FBPA inh: -2.9%; AmpC inh detg: 1.8%; AmpC no deterg: -3.1%; Sm TGR inh: 9.9%; AMA1 RON2 block: -4.9%

What do the screens show for `COc1ccc(NC(=O)c2cccs2)cc1O`?
HCMV inh: 130.3; Giardia FBPA inh: -2.3%; AmpC inh detg: -1.5%; AmpC no deterg: -3.8%; Sm TGR inh: -1.8%; AMA1 RON2 block: 0.6%

Results for COc1ccc(C(=O)Nc2ccc(Cl)cn2)cc1Cl ?
HCMV inh: 28.8; Giardia FBPA inh: -21.6%; AmpC inh detg: -12.8%; AmpC no deterg: -19.2%; Sm TGR inh: -25.9%; AMA1 RON2 block: -4.6%

How did Cc1ccc(NC(=O)CSCC(=O)NC2CCCCC2)cc1 do in these assays?
HCMV inh: -29.6; Giardia FBPA inh: 5.6%; AmpC inh detg: inconclusive; AmpC no deterg: -0.9%; Sm TGR inh: -6.5%; AMA1 RON2 block: -8.4%

Results for O=C(CN1CCOCC1)Nc1ccc([N+](=O)[O-])cc1Br ?
HCMV inh: 20.8; Giardia FBPA inh: 4.4%; AmpC inh detg: -2.4%; AmpC no deterg: -0.5%[2.29 µM]; Sm TGR inh: 4.5%; AMA1 RON2 block: -3.6%

Results for CCc1nc2c(sc3nc4c(cc32)COC(C)(C)C4)c(=O)n1Cc1ccco1 ?
HCMV inh: inconclusive; Giardia FBPA inh: -30.0%; AmpC inh detg: -2.2%; AmpC no deterg: -1.5%; Sm TGR inh: inconclusive; AMA1 RON2 block: -9.0%

Results for O=C(NCc1ccc(F)cc1)C1CCC(CNc2c(N3CCOCC3)c(=O)c2=O)CC1 (stereo unspecified) ?
HCMV inh: 16.2; Giardia FBPA inh: -8.0%; AmpC inh detg: 6.1%; AmpC no deterg: 3.9%; Sm TGR inh: 8.4%; AMA1 RON2 block: -1.8%

How did c1ccc(-c2nnc(CSc3ccc4c(c3)OCCO4)o2)cc1 do in these assays?
HCMV inh: -10.5; Giardia FBPA inh: 0.3%; AmpC inh detg: -18.1%; AmpC no deterg: -5.9%; Sm TGR inh: -8.9%; AMA1 RON2 block: -2.5%

Results for O=C(c1cnn(C(=O)COc2ccccc2F)c1)c1cc(F)ccc1O ?
HCMV inh: -34.3; Giardia FBPA inh: 0.5%; AmpC inh detg: 4.9%; AmpC no deterg: -24.0%; Sm TGR inh: inconclusive; AMA1 RON2 block: 47.4%[activator]

How did COc1ccc(C(=O)/C=C/Nc2ccc([N+](=O)[O-])cc2C)cc1OC do in these assays?
HCMV inh: 1.0; Giardia FBPA inh: 1.9%; AmpC inh detg: 3.5%; AmpC no deterg: 2µM*; Sm TGR inh: 1.7%; AMA1 RON2 block: 8.6%

What do the screens show for `Cc1ccc(NC(=O)CCCc2nnc3n(C)c(=O)c4sccc4n23)cc1C`?
HCMV inh: -31.5; AmpC inh detg: 5.4%; Sm TGR inh: 6.3%

Results for Cc1nc2cc(C(=O)O)ccc2s1 ?
HCMV inh: 102.8; Giardia FBPA inh: 3.6%; AmpC inh detg: -7.6%; AmpC no deterg: -20.2%; Sm TGR inh: -3.3%; AMA1 RON2 block: 15.5%

How did CC(C)OCCCN1CN(S(=O)(=O)c2ccc(Cl)cc2)c2nc3ccccc3nc21 do in these assays?
HCMV inh: -0.7; Giardia FBPA inh: -4.8%; AmpC inh detg: inconclusive; AmpC no deterg: -10.9%; Sm TGR inh: -17.2%; AMA1 RON2 block: 7.2%

What do the screens show for `Cc1ccc(NS(=O)(=O)Cc2ccccc2)nc1`?
HCMV inh: 1.0; Giardia FBPA inh: inconclusive; AmpC inh detg: 9.6%; AmpC no deterg: -8.5%; Sm TGR inh: -0.1%; AMA1 RON2 block: 9.8%

How did CC1(c2nnc(-c3ccccc3)o2)CC(c2cccc(Cl)c2)=NO1 (stereo unspecified) do in these assays?
HCMV inh: -2.7; Giardia FBPA inh: -1.7%; AmpC inh detg: -3.1%; AmpC no deterg: 34.9%; Sm TGR inh: 1.5%; AMA1 RON2 block: -0.1%

Results for COc1cc(C(=O)OC(C)CN2CCCC2)cc(OC)c1OC (stereo unspecified) ?
HCMV inh: 15.6; Giardia FBPA inh: -9.2%; AmpC inh detg: inconclusive; AmpC no deterg: -12.8%; Sm TGR inh: -8.0%; AMA1 RON2 block: -1.9%

How did CCCCCC(=O)Nc1nc(C)c(-c2csc(Nc3cc(OC)ccc3OC)n2)s1 do in these assays?
HCMV inh: -37.0; Giardia FBPA inh: -0.4%; AmpC inh detg: 1.6%; AmpC no deterg: -33.7%; Sm TGR inh: 29.9%; AMA1 RON2 block: -4.9%

Results for COc1ccc(OC)c2sc(N3CCN(C(=O)c4ccc5c(c4)CCCC5)CC3)nc12 ?
HCMV inh: -3.4; AmpC inh detg: 1.8%; Sm TGR inh: 0.0%

Results for O=C(CCCC1=NS(=O)(=O)c2ccccc2N1)N1CCC2(CC1)OCCO2 ?
HCMV inh: -25.9; Giardia FBPA inh: -3.7%; AmpC inh detg: 0.8%; AmpC no deterg: -26.6%; Sm TGR inh: 9.5%; AMA1 RON2 block: 6.3%

How did COc1ccc(NC(=O)CCN2CCN(S(=O)(=O)c3cc(Cl)ccc3OC)CC2)cc1 do in these assays?
HCMV inh: 8.2; AmpC inh detg: -0.1%; AmpC no deterg: 130.8%[activator]; Sm TGR inh: 1.9%; AMA1 RON2 block: 7.5%

Results for Cc1cc(Br)c(NC(=O)CSc2n[nH]c(N)n2)c(Br)c1 ?
HCMV inh: 11.7; AmpC no deterg: -30.8%; AMA1 RON2 block: 4.7%

What do the screens show for `O=c1c2ccccc2c(C=NC2CCN(Cc3ccccc3)CC2)c(O)n1Cc1ccc2c(c1)OCO2`?
HCMV inh: 9.9; Giardia FBPA inh: -8.6%; AmpC inh detg: 3.6%; AmpC no deterg: 9.4%; Sm TGR inh: -1.2%

How did CC(=O)c1cccc(NC(=O)COC(=O)c2ccc(S(C)(=O)=O)c([N+](=O)[O-])c2)c1 do in these assays?
HCMV inh: -24.4; Giardia FBPA inh: 0.5%; AmpC inh detg: -0.5%; AmpC no deterg: 5.4%; Sm TGR inh: 3.16µM*; AMA1 RON2 block: 18.7%

What do the screens show for `COc1ccc(-c2noc(-c3cccnc3N3CCN(c4ccc(OC)cc4)CC3)n2)cc1`?
HCMV inh: 1.2; AmpC inh detg: -2.2%; Sm TGR inh: inconclusive

Results for CCC1=C(C)C(N2CCOCC2)=NP(N2CCOCC2)(N2CCOCC2)=N1 ?
HCMV inh: 7.7; Giardia FBPA inh: 7.0%; AmpC inh detg: inconclusive; AmpC no deterg: -5.2%; Sm TGR inh: 1.8%; AMA1 RON2 block: 8.6%

What do the screens show for `O=C(O)CCNc1nc(-c2ccccc2)nc2ccccc12`?
HCMV inh: 96.5; Giardia FBPA inh: 0.0%; AmpC inh detg: -5.4%; AmpC no deterg: -16.4%; Sm TGR inh: 3.8%; AMA1 RON2 block: -4.2%

Results for CC(=O)Nc1ccc(Nc2ncnc3c2nnn3Cc2ccccc2Cl)cc1 ?
HCMV inh: -21.1; Giardia FBPA inh: 5.7%; AmpC inh detg: 3.0%; AmpC no deterg: 2.6%; Sm TGR inh: -8.5%; AMA1 RON2 block: -11.0%

Results for CCOc1ccc(N2C(=O)CC(Sc3ncccn3)C2=O)cc1 (stereo unspecified) ?
HCMV inh: 0.5; Giardia FBPA inh: 13.3%; AmpC inh detg: 2.8%; AmpC no deterg: -6.8%; Sm TGR inh: inconclusive; AMA1 RON2 block: -9.7%

What do the screens show for `COc1cccc(CNC(=O)Cn2c(C)c3cnn(-c4ccccc4)c(=O)c3c2C)c1`?
HCMV inh: -17.7; AmpC inh detg: 1.6%; Sm TGR inh: -0.3%

Results for COc1ccc(NC(=O)CNC(=O)c2ccco2)cc1S(=O)(=O)Nc1cc(C)ccc1Br ?
HCMV inh: 0.1; AmpC no deterg: -40.4%; AMA1 RON2 block: -11.1%

How did O/N=C/c1ccc(OCc2ccccc2F)c(Cl)c1 do in these assays?
HCMV inh: 100.9; Giardia FBPA inh: 2.4%; AmpC inh detg: -1.9%; AmpC no deterg: -15.3%; Sm TGR inh: -7.7%; AMA1 RON2 block: -4.0%

What do the screens show for `Cc1cccc(/C=N\NC(=O)c2ccc(Cl)cc2)c1O`?
HCMV inh: -101.2*; Giardia FBPA inh: 6.1%; AmpC inh detg: -6.6%; AmpC no deterg: -30.6%; Sm TGR inh: 1.6%; AMA1 RON2 block: -13.4%

What do the screens show for `CCc1cc(C(=O)Nc2sc(C)c(CC)c2C#N)no1`?
HCMV inh: 42.3; AmpC inh detg: 18.1%; Sm TGR inh: -10.0%

Results for C=CCc1cccc(/C=N/NC(=O)c2ccccc2Br)c1O ?
HCMV inh: -99.1*; Giardia FBPA inh: inconclusive; AmpC inh detg: 1.2%; AmpC no deterg: -54.5%; Sm TGR inh: -5.0%; AMA1 RON2 block: 58.1%[activator]

What do the screens show for `Cc1cc(=O)n2nc(N3CCC(C(=O)N4CCN(c5ccccc5)CC4)CC3)sc2n1`?
HCMV inh: -31.1; Giardia FBPA inh: -3.5%; AmpC inh detg: -10.5%; AmpC no deterg: 78.3%[activator]; Sm TGR inh: -22.7%; AMA1 RON2 block: -1.8%

What do the screens show for `COc1cc(OC)cc(C2C(C#N)=C(N)Oc3n[nH]c(-c4cccnc4)c32)c1` (stereo unspecified)?
HCMV inh: -24.0; Giardia FBPA inh: 17.1%; AmpC inh detg: 1.7%; AmpC no deterg: -16.2%; Sm TGR inh: 5.1%; AMA1 RON2 block: 3.7%

Pulled by compound from the list above:
Results for COc1ccc(OC)c2sc(N3CCN(C(=O)c4ccc5c(c4)CCCC5)CC3)nc12 ?
HCMV inh: -3.4; AmpC inh detg: 1.8%; Sm TGR inh: 0.0%

How did CCCCCC(=O)Nc1nc(C)c(-c2csc(Nc3cc(OC)ccc3OC)n2)s1 do in these assays?
HCMV inh: -37.0; Giardia FBPA inh: -0.4%; AmpC inh detg: 1.6%; AmpC no deterg: -33.7%; Sm TGR inh: 29.9%; AMA1 RON2 block: -4.9%
